NR2E3 ag-1 – activates human photoreceptor nuclear receptor NR2E3 | 320,000 compounds, 0.12% hits | GST-NR2E3/biotin-RetCOR TR-FRET, 1536-well | AID 2300 | inhibition of corepressor binding, % at 4.78 µM | Q9Y5X4;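 active = percent inhibition above the cutoff of mean plus 3 SD of all tested compounds, set per screening campaign, cut at about 20% in these data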;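 note: 0% = DMSO wells and 100% = biotin wells as full block of FRET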
Target sequence (Q9Y5X4 whole entry, looked up): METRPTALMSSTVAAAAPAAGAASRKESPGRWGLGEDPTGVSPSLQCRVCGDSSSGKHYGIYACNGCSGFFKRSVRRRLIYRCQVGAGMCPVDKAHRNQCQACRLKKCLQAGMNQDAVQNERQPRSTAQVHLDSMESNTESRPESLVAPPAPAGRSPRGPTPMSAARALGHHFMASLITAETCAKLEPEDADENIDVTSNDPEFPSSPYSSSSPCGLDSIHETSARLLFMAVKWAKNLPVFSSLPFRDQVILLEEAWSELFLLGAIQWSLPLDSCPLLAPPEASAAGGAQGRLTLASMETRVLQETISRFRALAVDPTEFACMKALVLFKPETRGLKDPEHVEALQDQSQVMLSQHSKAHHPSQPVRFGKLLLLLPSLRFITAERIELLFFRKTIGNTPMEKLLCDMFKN
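Test system – NR2E3–RetCOR corepressor complex · Quantity – NR2E3 fusion 1.35 nM · Buffer or medium – Tris pH 7.5 · Incubation – Compound–protein incubation for 5 h at 4 °C · Technique – TR-FRET, Eu(K)-anti-GST donor, streptavidin-D2 acceptor, ex 340, em 617/671 nm · Evaluation – percent inhibition of 671/617 nm emission ratio versus biotin and DMSO controls · Plate – 1536-well format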
CF NFkB block – cystic fibrosis NF-kB activation inhibition; KKLEB NF-kB-GFP reporter, PAF-induced, GFP fluorescence overnight; inhibition, % at 5 µM; 360,000 compounds, 0.86% hits;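 active = at least 50% inhibition at 5 µM, scaled per plate between neutral and stimulator controls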;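 note: PAF is a Pseudomonas aeruginosa culture filtrate used as stimulus; plate controls were PAF-stimulated DMSO wells for no effect and unstimulated DMSO wells for full effect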
iPSC survival up – increases survival of single human iPS cells | 360,000 compounds, 0.044% hits | AID 602274 | hiPSC single-cell survival, ATPlite luminescence; 100% = ROCK inhibitor wells, 0% = DMSO | survival enhancement, % at 20 µM; in the data active = survival enhancement above about 18%;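 note: cells exposed to compounds for 16 hours before the ATP read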
HIF-2a block – blocks HIF-2a reporter activity | 786-0 RCC cells HIF-2a reporter, luciferase luminescence, overnight | inhibition, % at 18.8 µM | 360,000 compounds, 0.72% hits | AID 624352;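 active = inhibition of the luminescence signal of 40% or more relative to plate controls, in a single-dose primary screen at 18.75 µM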
NR2E3 ag-2 – human photoreceptor-specific nuclear receptor agonism; Q9Y5X4; CHO-S Gal4-NCOR/VP16-NR2E3 two-hybrid, luciferase; inhibition of corepressor binding, % at 3.98 µM; 360,000 compounds, 0.35% hits; AID 602229;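 active = inhibition above the mean of all tested compounds plus 3 SD, cut at about 70% in these data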;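 note: 0% = DMSO with NR2E3 transfected cells and 100% = cells lacking NR2E3 construct; higher means lower luciferase signal from less NR2E3 corepressor binding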
Peg3 prom inh – inhibitors of Peg3 promoter; HeLa PEG-Prom luciferase reporter, luminescence, overnight; inhibition, % at 20 µM; 360,000 compounds, 1.7% hits; AID 588405;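 active = inhibition of at least 50% at 20 µM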
KKLEB cytotox – counter-screen for CF NF-kB inhibitors: cytotoxicity. KKLEB CF airway cells viability, ATPlite luminescence, overnight; active compounds read low; cells stimulated with P. aeruginosa culture filtrate. activity change (cytotoxicity), % at 5 µM. 360,000 compounds, 0.36% hits. AID 602141;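 active = corrected activity change at or below -50% at 5 µM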
TRAIL sens C8 – sensitizes caspase-8 expressing cells to TRAIL; NB7+C8 cells + TRAIL, ATPlite viability luminescence; inhibition (viability loss, TRAIL sensitization), % at 10 µM; 360,000 compounds, 1% hits; AID 624354;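 active = compounds causing at least 50% loss of cell viability in the single-dose screen, relative to plate controls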
LMP1 NFkB inh – inhibitors of Epstein-Barr LMP1-induced NF-kappaB reporter. LMP1-induced NF-kappaB luciferase reporter cells, luminescence. inhibition, % at 12.5 µM. 350,000 compounds, 0.69% hits; in the data active = inhibition above about 41%;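 note: 0% = neutral control wells and 100% = reference inhibitor control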
TRPM1 prom inh – MITF TRPM1 promoter inhibition in SK-MEL-5 cells; SK-MEL-5 TRPM1 promoter luciferase, 24 h; inhibition, % at 12.5 µM; 330,000 compounds, 0.83% hits; AID 488899;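 active = mean inhibition across replicates of 60% or more, whatever share of single replicates reaches that level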; note: values of inactives mirror those of a sister screen read the other way
Shn3 3UTR inh – inhibitors of Schnurri-3 3'UTR reporter in osteoblasts. Clone20 osteoblast Shn3 3'UTR firefly luciferase, 24 h. AID 588674. 360,000 compounds, 0.52% hits. inhibition, % at 12.5 µM;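 active = mean inhibition of at least 75% with every replicate also reaching 75%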;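 note: 0% = median of neutral control wells and 100% = pilot-screen positive control compound; some compounds past the cut are filed as inactive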
Numbers without * were called inactive; nt = not tested or not shown.

SMILES	NR2E3 ag-1	CF NFkB block	iPSC survival up	HIF-2a block	NR2E3 ag-2	Peg3 prom inh	KKLEB cytotox	TRAIL sens C8	LMP1 NFkB inh	TRPM1 prom inh	Shn3 3UTR inh
CC(=O)Nc1ccc(NC(=O)C(C)n2nc(C)c([N+](=O)[O-])c2C)cc1 (configuration not stated)	6	12	3.8	13	-8	17	-12	-1	-3	-10	nt
CCN(c1ccc(OCC(=O)OCC(=O)Nc2ccc(F)c(F)c2F)cc1)S(=O)(=O)c1ccccc1	-4	5	3.3	27	-24	8	-4	-4	-1	7	6
Cn1c(=O)cc(OCC(=O)NCCCN2CCN(Cc3ccccc3)CC2)c2ccccc21	5	13	-0.8	-7	-18	-3	16	10	-2	1	-27
Cc1ccc(C(=O)Nc2cccc(C(=O)NC3CCCC3)c2)cc1	-1	-18	-0.4	-49	3	-67	-20	31	-10	-34	22
Cc1ccn2c(/C=N/OCc3ccc(F)cc3)c(-c3ccc(Cl)cc3)nc2c1	0	-2	-2.5	-3	-16	9	6	25	2	-11	17
CC1=C(C(=O)N2CCOCC2)CC(CC(=O)NC2CCCC2)C(=O)N1CCCN1CCCC1=O (configuration not stated)	nt	-10	5.2	9	-32	-11	0	-3	5	nt	1
O=C1COc2ccc(-c3csc(=Nc4ccc(OC(F)F)cc4)n3CC3CCCO3)cc2N1 (configuration not stated)	0	-23	0.7	8	11	34	-6	22	-11	18	-22
Cc1[nH]c2ccccc2c1/C=N/NC(=O)CCC(=O)Nc1ccccc1	-4	0	-2.0	9	7	-7	-9	-9	-4	16	8
CCOC(=O)C(=O)N(C)c1c(CC)nc2c(OCc3ccccc3C)cccn12	nt	-2	-0.3	0	-3	4	1	3	nt	nt	-5
O=C(c1cccc([N+](=O)[O-])c1)N1CCc2ccccc21	1	-2	-0.5	-7	-10	2	-5	-9	6	2	-33
O=C(O)c1sc2cc(C(F)(F)F)cnc2c1-c1ccccc1	-1	0	5.3	22	8	16	1	-8	-1	7	7
Cc1cc(N2CCOCC2)n2cc(-c3ccccc3)nc2n1	2	-24	0.2	8	0	-1	4	1	-2	8	4

The list goes on, overlapping the part above by 2 compounds.
SMILES	NR2E3 ag-1	CF NFkB block	iPSC survival up	HIF-2a block	NR2E3 ag-2	Peg3 prom inh	KKLEB cytotox	TRAIL sens C8	LMP1 NFkB inh	TRPM1 prom inh	Shn3 3UTR inh
O=C(O)c1sc2cc(C(F)(F)F)cnc2c1-c1ccccc1	-1	0	5.3	22	8	16	1	-8	-1	7	7
Cc1cc(N2CCOCC2)n2cc(-c3ccccc3)nc2n1	2	-24	0.2	8	0	-1	4	1	-2	8	4
COc1ccc(N2CCN(CC(O)COc3ccc(C)c(C)c3)CC2)cc1 (configuration not stated)	-3	-2	-0.3	19	-16	23	1	5	2	13	-12
CCn1c(CNC(=O)c2ccc(OC)c(OC)c2)nnc1SCC(=O)Nc1ccccc1	0	0	-1.8	18	6	4	0	-12	-8	9	-7
COc1ccc(C2CC(=O)C3=C(C2)Nc2ncnn2C3c2ccccc2)cc1 (configuration not stated)	3	-3	-1.4	15	-6	6	-2	3	-1	-4	-8
Cc1ccc(S(=O)(=O)N2CCOCC2)cc1C(=O)OCC(=O)N1CCCC1=O	nt	-31	0.5	17	-10	-5	0	1	-1	6	-6
O=[N+]([O-])c1ccc(C(O)CN2CCN(C/C=C/c3ccccc3)CC2)cc1 (configuration not stated)	3	10	1.0	7	-5	6	-19	-4	7	-9	4
CCN(CC)CCCNC(=O)c1ccc(N2CCCCC2)c(NS(=O)(=O)c2ccc(C)cc2)c1	1	-2	-1.0	11	0	2	3	-7	-5	-1	14
Cc1ccc(NC(=O)c2c(C)nc3sc(C(=O)NC4CCCC4)c(N)c3c2-c2ccco2)c(C)c1	-1	17	2.5	4	-1	15	-14	8	-15	12	3
O=C(/C=C/c1ccccc1Cl)Nc1ccc(S(=O)(=O)Nc2ncccn2)cc1	5	-8	-0.5	11	-9	-21	-13	7	-3	-10	-16
c1ccc(-c2csc3ncnc(NCc4ccccn4)c23)cc1	-1	22	-0.3	22	22	39	-14	17	19	33	75
COc1cccc(CN2C(=O)CCC2(C)C(=O)NCCc2ccc(OC)c(OC)c2)c1 (configuration not stated)	-3	-14	-0.6	10	-10	-9	11	6	-3	-13	-14
O=C(Nc1ccccc1Cl)N1CCN(Cc2ccc3c(c2)OCO3)CC1	0	10	-1.6	2	-6	15	6	-6	-5	-9	12
Cn1nc(C(=O)OCC(=O)NC2CCS(=O)(=O)C2)c2ccccc2c1=O (configuration not stated)	0	13	0.1	17	-11	5	0	2	-3	5	2

Of the compounds above, 4 have fluorine.
SMILES	NR2E3 ag-1	CF NFkB block	iPSC survival up	HIF-2a block	NR2E3 ag-2	Peg3 prom inh	KKLEB cytotox	TRAIL sens C8	LMP1 NFkB inh	TRPM1 prom inh	Shn3 3UTR inh
CCN(c1ccc(OCC(=O)OCC(=O)Nc2ccc(F)c(F)c2F)cc1)S(=O)(=O)c1ccccc1	-4	5	3.3	27	-24	8	-4	-4	-1	7	6
Cc1ccn2c(/C=N/OCc3ccc(F)cc3)c(-c3ccc(Cl)cc3)nc2c1	0	-2	-2.5	-3	-16	9	6	25	2	-11	17
O=C1COc2ccc(-c3csc(=Nc4ccc(OC(F)F)cc4)n3CC3CCCO3)cc2N1 (configuration not stated)	0	-23	0.7	8	11	34	-6	22	-11	18	-22
O=C(O)c1sc2cc(C(F)(F)F)cnc2c1-c1ccccc1	-1	0	5.3	22	8	16	1	-8	-1	7	7

A different layout for part of the listing above.
| Structure | NR2E3 ag-1 | CF NFkB block | iPSC survival up | HIF-2a block | NR2E3 ag-2 | Peg3 prom inh | KKLEB cytotox | TRAIL sens C8 | LMP1 NFkB inh | TRPM1 prom inh | Shn3 3UTR inh |
| --- | --- | --- | --- | --- | --- | --- | --- | --- | --- | --- | --- |
| COc1ccc(C2CC(=O)C3=C(C2)Nc2ncnn2C3c2ccccc2)cc1 (configuration not stated) | 3 | -3 | -1.4 | 15 | -6 | 6 | -2 | 3 | -1 | -4 | -8 |
| Cc1ccc(S(=O)(=O)N2CCOCC2)cc1C(=O)OCC(=O)N1CCCC1=O | nt | -31 | 0.5 | 17 | -10 | -5 | 0 | 1 | -1 | 6 | -6 |
| O=[N+]([O-])c1ccc(C(O)CN2CCN(C/C=C/c3ccccc3)CC2)cc1 (configuration not stated) | 3 | 10 | 1.0 | 7 | -5 | 6 | -19 | -4 | 7 | -9 | 4 |
| CCN(CC)CCCNC(=O)c1ccc(N2CCCCC2)c(NS(=O)(=O)c2ccc(C)cc2)c1 | 1 | -2 | -1.0 | 11 | 0 | 2 | 3 | -7 | -5 | -1 | 14 |

Next section:
SMILES	NR2E3 ag-1	CF NFkB block	iPSC survival up	HIF-2a block	NR2E3 ag-2	Peg3 prom inh	KKLEB cytotox	TRAIL sens C8	LMP1 NFkB inh	TRPM1 prom inh	Shn3 3UTR inh
Cc1cc(C)cc(N(CC(=O)NC2CCCC2)S(=O)(=O)c2c(C)[nH]c(=O)[nH]c2=O)c1	-2	25	0.1	17	-1	7	4	7	-5	1	8
COC(=O)c1sc2ccc(C)cc2c1C(=O)OC	6	-4	2.1	-2	-33	4	-3	3	-3	-2	nt
COc1cccc(NC(=S)N(Cc2ccc(Cl)cc2)Cc2ccc(C(=O)O)cc2)c1	3	-6	2.5	-6	-18	7	12	-6	-9	9	-5
CN(CC(=O)Nc1ccc(F)c(F)c1F)C(=O)c1ccc(=O)[nH]c1	-1	-3	-0.6	10	8	-1	8	1	4	-2	1
Cc1c(C)c2ccc(O[C@@H]3O[C@H](CO)[C@H](O)[C@H](O)[C@H]3O)cc2oc1=O	nt	6	0.6	10	-29	-16	3	8	-9	-5	-6
Cc1cc(C)n2[nH]c(=O)c(N=Nc3cccc(Cl)c3)c2n1	-7	-13	-2.1	27	-16	14	-4	2	0	1	7
CC1(C)Cc2cccc(Oc3ccc(S(=O)(=O)N4CCCC4)cn3)c2O1	3	-16	-0.5	13	-6	19	7	5	4	1	10
CCOc1cc(/C=N/NC(=O)CN2CCCCC2)ccc1OCc1ccccc1	2	-8	2.0	-3	-18	5	4	-13	1	-8	1
Cc1ccc(S(=O)(=O)N2CCOCC2)cc1C(=O)NCc1ccccn1	3	-4	1.9	-2	1	3	3	8	-5	-8	14
N#C/C(=C\c1ccc(F)c(Br)c1)C(=O)NC1CC1	-1	20	-0.4	27	-15	6	16	-3	-1	-1	10
COC(=O)c1c(C(=O)OC)c(-c2cccc(Cl)c2)n2c1CS(=O)(=O)C2	-3	13	-0.6	24	-16	11	-25	2	8	-2	6
O=C(OCc1nnc(-c2ccccc2)o1)c1ccc2c(c1)OCO2	-5	6	-2.7	-10	3	2	2	-2	2	-22	nt
COc1ccc(N(C(=O)c2ccco2)C(C(=O)NC2CCCC2)c2ccncc2)cc1 (configuration not stated)	0	0	0.3	-8	12	0	-19	-6	2	-11	-1
CCCCSc1nnc(-c2cc(Br)ccc2N)c(=O)[nH]1	3	25	3.2	-98	-52	-6	-2	-6	-2	16	-49
OCC1OC(n2ccc3c(SCc4ccccc4)ncnc32)C(O)C1O (configuration not stated)	nt	-27	-0.2	-248	-105	-289	12	12	-26	-51	-59
Nn1c(SCC(=O)NCC2CCCO2)nnc1-c1cc(Cl)ccc1Cl (configuration not stated)	nt	28	-0.5	-10	-46	-22	-5	4	-8	-5	0
COc1cc(CNC(=O)c2cc(-c3ccc(F)cc3OC)n[nH]2)cc(OC)c1	nt	-36	4.6	-2	-26	-17	13	-14	nt	nt	8
COc1ccc(/C=N/n2cnnc2)cc1COc1ccccn1	2	-2	1.4	2	8	-5	-1	0	-2	11	-13
C[C@H](CO)N1C[C@H](C)[C@@H](CN(C)Cc2ccc(-c3ccccc3)cc2)Oc2c(NC(=O)Nc3ccc(C(F)(F)F)cc3)cccc2C1=O	nt	9	-3.6	7	-7	49	-4	4	8	6	-20
O=C(NC(=S)N1CCc2ccccc21)c1ccccc1	-3	-18	-1.5	-9	-18	-6	-5	51*	2	5	0
COc1ccc(-c2cc(C(=O)N/N=C/c3sccc3C)c3ccccc3n2)c(OC)c1	-1	-2	-1.4	-19	-7	21	-10	24	5	13	54
Cc1ccccc1NC(=S)N(Cc1cccnc1)Cc1ccco1	0	-5	2.2	12	10	14	-12	-2	2	-4	-2
O=C(NCC(c1ccco1)N1CCCC1)c1ccccc1F (configuration not stated)	-1	6	-2.6	-32	-15	-18	4	-15	-2	-8	4
Cc1ccc(S(=O)(=O)N2C[C@H]3n4c(=O)ccc(=O)n4C[C@H](OC(=O)Nc4cccs4)[C@@]3(O)C2)cc1	nt	19	-3.1	16	-22	-9	-9	-1	5	nt	4
CCNc1nc(NC(C)(C)C)nc(N(C#N)CC)n1	-3	4	-3.3	-23	4	7	-15	13	10	-10	9
CCn1cc(C(=O)O)c(=O)c2cc(F)c(N3CCN(C(=S)NC(=O)c4ccccc4Br)CC3)cc21	0	-16	1.5	4	-20	22	5	-9	-6	8	-30

Some of the compounds tested; the hit share may differ from the screen's.
